# zfTRPN1 agonist – activates the zebrafish TRPN1 channel | HEK293 zebrafish TRPN1-YFP, Fluo-8 calcium fluorescence; 100% = response to 87 µM carbachol | activation, % at 3 µM | 220,000 tested, 0.18% active | AID 1424;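 active means activation above its plate's cutoff, the mean activation of test wells on that plate plus 3 SD, cut at about 19% in these data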;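 further: 0% = DMSO alone and 100% = 87 µM carbachol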
#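 Control set: carbachol 87 µM as high control, DMSO as low control; system: HEK293 stable line with zebrafish TRPN1-YFP; read-out: % activation versus carbachol response; detection: intracellular calcium fluorescence with Fluo-8; doses: single test compound dose, 3 µM nominal, 0.3% DMSO; schedule: dye 1 h 37 °C plus 30 min RT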
# PERK inhibitor – human PERK inhibition, primary cell-based screen | inhibition, % at 5.6 µM | Q9NZJ5 | 220,000 tested, 0.17% active | CHO PERK-DD fusion, SEAP luminescence translation reporter;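 active means inhibition above the mean inhibition of all tested compounds plus 3 SD, set separately per screening campaign, cut at about 2.9% in these data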;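 further: PERK kinase domain activated by AP20187 dimerizer at 100 nM; 0% = DMSO with dimerizer and 100% = rapamycin at 8.4 µM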
# Target sequence (Q9NZJ5 whole entry, looked up, the tested form may be a part): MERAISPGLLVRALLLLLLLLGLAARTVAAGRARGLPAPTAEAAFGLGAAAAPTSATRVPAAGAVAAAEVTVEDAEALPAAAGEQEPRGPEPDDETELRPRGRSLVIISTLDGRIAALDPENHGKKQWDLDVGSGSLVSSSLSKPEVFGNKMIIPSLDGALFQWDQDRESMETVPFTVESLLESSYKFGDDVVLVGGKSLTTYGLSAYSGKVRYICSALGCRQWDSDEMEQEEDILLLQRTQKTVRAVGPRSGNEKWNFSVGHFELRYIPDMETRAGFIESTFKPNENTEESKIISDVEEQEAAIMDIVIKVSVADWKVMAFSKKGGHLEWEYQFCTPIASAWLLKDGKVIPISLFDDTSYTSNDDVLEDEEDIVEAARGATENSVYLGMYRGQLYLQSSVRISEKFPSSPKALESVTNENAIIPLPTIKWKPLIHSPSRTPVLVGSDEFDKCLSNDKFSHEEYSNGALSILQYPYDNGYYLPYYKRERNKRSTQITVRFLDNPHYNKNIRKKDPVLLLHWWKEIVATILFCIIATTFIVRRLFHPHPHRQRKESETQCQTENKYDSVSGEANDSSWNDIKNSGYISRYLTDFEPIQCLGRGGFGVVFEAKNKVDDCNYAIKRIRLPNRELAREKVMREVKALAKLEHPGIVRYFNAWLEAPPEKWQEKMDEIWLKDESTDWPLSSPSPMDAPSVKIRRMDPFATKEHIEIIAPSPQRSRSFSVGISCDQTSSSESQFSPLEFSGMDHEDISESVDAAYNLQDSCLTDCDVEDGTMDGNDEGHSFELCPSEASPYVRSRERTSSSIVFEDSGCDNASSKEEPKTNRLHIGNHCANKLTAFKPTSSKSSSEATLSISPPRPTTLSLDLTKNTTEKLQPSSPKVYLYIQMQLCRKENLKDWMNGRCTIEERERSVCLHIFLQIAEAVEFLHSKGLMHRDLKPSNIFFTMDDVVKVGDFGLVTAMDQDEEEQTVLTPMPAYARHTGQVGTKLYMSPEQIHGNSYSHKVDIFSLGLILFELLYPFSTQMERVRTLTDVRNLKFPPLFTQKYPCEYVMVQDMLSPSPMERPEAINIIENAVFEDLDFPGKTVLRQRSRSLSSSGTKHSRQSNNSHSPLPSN
# S1P4 antagonist – antagonists of human S1P4 receptor. O95977. S1P4-expressing cells, antagonist mode, reporter read-out. inhibition, % at 4.98 µM. 220,000 tested, 0.26% active. AID 1510; in the data active means inhibition above about 29%;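 further: 0% = wells stimulated with agonist and 100% = vehicle wells without agonist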
# EP2 modulator – EP2 receptor (human) modulation; P43116; induction, % at 25 µM; EP2-expressing cells, cAMP HTRF FRET, PGE2 co-stimulation; AID 940; 260,000 tested, 0.83% active;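 active means compounds whose cAMP rise, as percent of the full-agonist control response, exceeds 60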;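 further: rat C6 glioma line stably carrying human EP2 under a CMV promoter; the protocol text gives 20 µM as final concentration; 100% = response of wells given 1 µM PGE2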
# BaF3 parental – parental Ba/F3 viability inhibition as JAK2V617F counter-screen | 220,000 tested, 1.1% active | inhibition, % at 5.6 µM | CellTiter-Glo ATP luminescence;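 active means inhibition above a per-campaign cutoff, the mean inhibition of all tested compounds plus 3 SD, cut at about 27% in these data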;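 further: 0% = DMSO wells and 100% = JAK Inhibitor I control wells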
# m-calpain inh – calpain II (pig) inhibition; purified calpain II, fluorogenic peptide substrate, 30 min; 220,000 tested, 0.37% active; inhibition, % at 16 µM;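 active means inhibition above about 50%, limit read from the data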
# TRPML3 agonist – agonists of human TRPML3 channel; activation, % at 3 µM; HEK293 TRPML3-YFP, Fluo-8 calcium fluorescence; 100% = the carbachol control signal; Q8TDD5; 220,000 tested, 0.29% active;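 active means activation above its plate's cutoff, the mean activation of the plate's test wells plus 3 SD, cut at about 12% in these data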;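 further: 0% = DMSO only wells and 100% = carbachol wells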
#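 Test system – HEK293 line with stable expression of human TRPML3-YFP channel · Control set – carbachol 87 µM final as high control (100%), DMSO as low control (0%) · Signal – Fluo-8 calcium dye fluorescence, ex 470-495, em 515-575 nm · Incubation – 1-h 37 °C dye load, 5-s basal, 120-s post-compound reads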
# S1P4 agonist – human S1P4 receptor agonism. O95977. S1P4-expressing cell line, agonist reporter assay. activation, % at 4.98 µM. 220,000 tested, 0.35% active. AID 1509; in the data active means activation above about 11%;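 further: 0% = DMSO vehicle and 100% = reference agonist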
# Ba/F3 V617F tox – reduce viability of Ba/F3 cells dependent on JAK2V617F | Ba/F3 EpoR-JAK2V617F viability, ATP luminescence | inhibition, % at 5.6 µM | 220,000 tested, 1.1% active | AID 1446;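 active means inhibition above the campaign mean plus 3 SD over all tested compounds, cut at about 24% in these data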;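 further: cytokine-independent growth of Ba/F3 cells driven by EpoR plus mutant JAK2; 0% = DMSO-treated cells and 100% = JAK inhibitor I control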
# Active calls of the source: *; / = no result given.
# Sequence of screens: zfTRPN1 agonist	PERK inhibitor	S1P4 antagonist	EP2 modulator	BaF3 parental	m-calpain inh	TRPML3 agonist	S1P4 agonist	Ba/F3 V617F tox
- OCCCNc1nc(-c2ccc(Cl)cc2)nnc1-c1ccccc1
  1.7	-0.6	-2	28	15	8	0.3	-0.5	7
- CC1CCCCC1NC(=O)CSc1nnc(CNC(=O)c2ccccc2)n1C (centres undefined)
  -2.6	1.8	2	-22	-1	20	0.5	0.1	-4
- COc1ccc(Nc2ncnc3c2cnn3-c2ccccc2)cc1OC
  1.2	1.4	-5	-1	2	-15	0.3	0.3	0
- CCOC(=O)N1CCN(C(=O)CSc2nnc(-c3cccc(OC)c3)o2)CC1
  -0.2	-0.3	-14	22	2	-5	-0.4	0.1	-1
- CS(=O)(=O)Nc1ccc(N2CCN(c3ccc(C(F)(F)F)cn3)CC2)nc1
  7.5	-0.8	6	-31	2	7	2.1	0.6	2
- COc1ccc(C2CC(=O)c3ccccc3O2)cc1 (centres undefined)
  -1.9	0.6	-6	10	3	11	-0.2	1.0	-3
- Cc1nc(-c2ccccc2)cn(O)c1=O
  1.5	0.8	0	11	79*	-37	0.7	1.1	2
- CCn1c(O)c(C=Nc2ccccc2)sc1=S
  0.0	0.8	0	-5	7	-9	0.7	1.9	1
- COc1ccc(C2=NOC(C(=O)NCc3ccc(F)cc3)C2)cc1OC (centres undefined)
  0.3	0.8	-2	-21	82*	-7	0.4	-1.8	79*
- CC(=O)Nc1cc(C(=O)N(C)Cc2ccco2)ccc1Sc1ccc(Cl)cc1
  4.2	-1.3	-11	-55	7	25	0.7	-0.1	1
- Nc1ncnc(Nc2cccc(C(F)(F)F)c2)n1
  -0.5	0.9	-17	-34	1	-22	-0.3	-0.5	0
- CCN(C(=O)CCC(=O)N(CC)c1ccccc1)c1ccccc1
  0.1	-1.1	-4	-6	-3	5	-0.1	0.3	-2
- NC(=O)COC(=O)c1cccnc1Nc1ccccc1F
  0.7	0.0	4	-16	8	-4	0.8	-1.6	2
- CC(C)(C)c1n[nH]c(=S)n(N)c1=O
  1.4	0.9	-4	36	1	7	0.5	-1.1	-4
- C=CCn1c(SCC(=O)Nc2c(C)n(C)n(-c3ccccc3)c2=O)nc2scc(-c3ccccc3)c2c1=O
  -0.5	-1.1	3	-25	6	-62	-0.6	1.2	2
- COc1ccccc1Oc1nnnn1-c1ccc(C(N)=O)cc1
  0.9	2.0	-5	4	5	-1	0.4	-1.4	0
- CCCCOc1ccc(-c2cc(C(=O)NNC(=S)NCC)c3ccccc3n2)cc1
  -0.5	-1.7	-11	-10	12	-309	-0.6	-0.3	6
- Cc1cccc(C)c1OCc1nnc(SCC(=O)Nc2nccs2)o1
  0.1	-2.1	-8	20	3	5	-0.1	-7.0	0
- Cc1sc2nc3n(c(=O)c2c1C)NC(=O)CC3
  -0.4	0.3	-9	28	0	11	0.3	-0.4	-4
- CC1=C(C)C(=O)NC(Nc2nc(C)c3cc(C)cc(C)c3n2)N1 (centres undefined)
  -0.6	0.1	-8	/	3	/	-0.6	0.8	0
- CN(CCO)c1ccc([N+](=O)[O-])cc1C(=O)O
  -0.2	1.4	2	17	2	-7	-0.3	1.1	-2
- CCCCN(C(=O)c1ccc(NC(=O)C(C)C)cc1)c1ccccc1
  -1.4	0.9	0	2	5	-3	-0.2	-0.6	1
- CC(=O)Nc1cc(OC(=O)c2ccco2)cc(OC(=O)c2ccco2)c1
  2.8	0.1	-2	0	1	-22	0.0	0.4	-2
- CCOc1ccccc1NC(=O)COC(=O)C(CC)c1ccccc1 (centres undefined)
  -2.4	0.8	10	15	3	19	-1.1	-0.2	-1
- CC1CC2=C(C(=O)O1)C(c1ccc(Cl)cc1)Nc1ccccc1N2 (centres undefined)
  2.0	-0.2	-56	4	8	15	0.9	0.7	3
- NC(=O)C1=C[C@@H](c2ccc(C(F)(F)F)cc2)C[C@@H](OCc2ccc(CO)cc2)O1
  0.1	0.9	12	-52	3	-9	1.0	-1.0	-2
- FC(F)(F)c1cccc(NC(=S)NCCc2ccccn2)c1
  2.5	0.2	-5	-30	7	13	1.2	-0.8	1
- CCOC(=O)c1c(N)sc(C(O)(C(F)(F)F)C(F)(F)F)c1-c1ccc(OC)cc1OC
  -0.3	-0.5	-4	33	10	-14	-1.4	0.6	5
- CCN(CC)C(=O)CSc1nc(C)cc(C)n1
  0.7	0.6	-10	16	6	-9	0.1	1.2	0
- COc1cccc(CN(C(=O)/C=C/c2ccc(Cl)cc2)C2CCS(=O)(=O)C2)c1 (centres undefined)
  -0.2	0.4	-9	2	2	4	1.1	-1.1	3

# Single records, as listed above. Order of screens: zfTRPN1 agonist | PERK inhibitor | S1P4 antagonist | EP2 modulator | BaF3 parental | m-calpain inh | TRPML3 agonist | S1P4 agonist | Ba/F3 V617F tox
# Record of `CCOC(=O)N1CCN(C(=O)CSc2nnc(-c3cccc(OC)c3)o2)CC1` → -0.2 | -0.3 | -14 | 22 | 2 | -5 | -0.4 | 0.1 | -1
# Record of `CCOc1ccccc1NC(=O)COC(=O)C(CC)c1ccccc1` (centres undefined) → -2.4 | 0.8 | 10 | 15 | 3 | 19 | -1.1 | -0.2 | -1

# Next section.
# Sequence of screens: zfTRPN1 agonist	PERK inhibitor	S1P4 antagonist	EP2 modulator	BaF3 parental	m-calpain inh	TRPML3 agonist	S1P4 agonist	Ba/F3 V617F tox
- CCC1=NN(C(=O)c2ccc(Br)cc2)C(O)(c2ccc(C)cc2)C1 (centres undefined)
  -0.8	0.6	-4	20	7	37	-0.1	-0.5	3
- CC[n+]1ccccc1/C=C/c1ccc(N(C)C)cc1
  5.5	0.8	-17	-24	76*	-7	1.3	1.3	99*
- O=S(=O)(c1ccccc1)n1cc(-c2ccccn2)c(N2CCOCC2)n1
  -0.4	0.7	-8	18	9	-28	0.5	2.2	2
- OCCNc1nc(OCC(F)(F)F)nc(N2CCN(C34CC5CC(CC(C5)C3)C4)CC2)n1
  0.8	0.0	-34	8	5	6	1.3	1.7	0
- CCOC(=O)c1[nH]cnc1C(=O)Nc1ccccc1C
  -0.8	0.5	7	-6	3	1	0.4	-0.4	3
- O=C(CN1CCSCC1)c1c[nH]c2ccccc12
  1.6	-0.1	-2	3	5	-52	0.7	1.9	-3
- CCOC(=O)C1(C)NC(c2ccc(N(C)C)cc2)C2C(=O)N(c3ccc(OC)cc3)C(=O)C21 (centres undefined)
  -1.3	-0.3	14	7	5	-37	0.2	0.3	4
- Cc1ccc(-c2nnc(SCC(=O)N/N=C/c3ccccc3C(=O)O)n2-c2ccccc2)cc1
  -0.2	0.2	-4	9	1	30	0.2	0.7	5
- COc1cccc(-n2nnc3c(=O)n(CC(=O)N4CCC(C)CC4)cnc32)c1
  1.3	0.3	-17	12	1	-17	0.8	-0.7	-3
- CC(=O)OC(C(=O)Nc1ccccc1C)C(OC(C)=O)C(OC(C)=O)C(OC(C)=O)C(=O)Nc1ccccc1C (centres undefined)
  -0.3	0.1	-3	/	3	/	0.5	-1.8	-2
- Cn1c(=O)oc2cc(S(=O)(=O)N3CCCC(C(=O)NCCN4CCOCC4)C3)ccc21 (centres undefined)
  0.7	1.9	-13	-4	10	-35	-0.3	0.8	0
- Cc1cc(N)n(Cc2cccs2)n1
  0.6	0.3	-7	14	3	17	0.0	0.3	0
- COCCOC(=O)c1[nH]c2c(c1C)C(=O)CC(c1ccccc1)C2 (centres undefined)
  0.6	-0.7	21	-1	75*	3	0.8	-1.8	74*
- CCOC(=O)c1c(C)nc2sc3c(=O)n(-c4ccc(C)cc4)cnc3c2c1-c1ccc(OC)cc1
  -2.4	1.8	-5	25	1	-56	0.3	1.8	-5
- COc1ccc(S(=O)(=O)n2nc(-c3cc(OC)c(OC)c(OC)c3)cc2N)cc1OC
  0.4	-0.5	1	15	9	-13	-0.5	-0.6	3
- CCOC(=O)CSc1nnc(-c2ccccc2NC(=O)c2ccccc2)o1
  0.7	-0.1	-2	-15	-1	-1	0.9	1.7	-3
- Cc1nn(CC(O)c2ccccc2)c(C)c1Br (centres undefined)
  0.7	0.0	7	11	2	-12	0.3	-2.5	-3
- O=C(NNC(=S)Nc1ccc(F)cc1)[C@H]1C[C@@H]1c1ccccc1
  -1.5	0.8	-17	-23	3	14	0.7	1.8	-4
- C=CCn1c(COc2ccc(CC)cc2)nnc1SCC(=O)NC1CCS(=O)(=O)C1 (centres undefined)
  -0.8	1.4	7	16	4	-13	-0.2	0.2	-1
- Cc1ccc(-c2nnc(SCC(=O)n3c4c(c5ccccc53)CCCC4)o2)cc1
  0.8	3.0*	7	38	0	-3	1.1	-0.4	-1
- O=C(N/N=C/c1c[nH]c2ccccc12)c1cc(-c2ccccc2)n[nH]1
  0.7	-0.1	-2	-72	8	14	0.5	-0.6	3
- COc1ccc(S(=O)(=O)N(C(=O)c2ccco2)c2cc3sc(=O)oc3c3ccccc23)cc1
  -1.5	1.3	-3	18	5	-6	-0.3	0.7	-2
- Cc1[nH]c2ccccc2c1C(=O)CSC(=S)N1CCN(C)CC1
  1.6	-0.5	1	-34	3	3	1.1	1.6	-4
- N=c1sccn1CC(=O)Nc1ccccc1Oc1ccccc1
  1.2	-0.5	-19	-3	5	16	1.0	1.6	-1
- Clc1ccc(-c2onc3c2CCCC3)cc1
  -0.2	-0.2	-6	40	1	-10	0.7	-1.1	1
- O=[N+]([O-])c1ccc(N2CCN(S(=O)(=O)c3ccc4ccccc4c3)CC2)cc1NCc1ccco1
  1.5	1.4	-18	-1	2	-59	-0.3	-1.7	1
- CCc1ccccc1NC(=O)CSc1nc2n[nH]c(C)c2c(=N)n1-c1ccc(OC)cc1
  -0.7	-0.2	-5	18	5	-26	-0.9	0.4	-2
- COc1ccccc1N1CCN(C(=O)c2cc(-c3ccc(C)cc3)on2)CC1
  -0.8	0.7	0	-47	7	26	-0.1	-2.8	-1
- Cc1cccc2nc(COc3ccc4ccccc4c3Br)cn12
  0.4	0.2	-19	28	-4	-6	-0.1	-0.6	-2
- Cc1ccc(N(C)S(=O)(=O)c2ccc(C)cc2)cc1
  -1.1	-0.1	-14	-33	4	-4	49*	0.6	-2
- NC(=O)CSc1nnnn1CC(CC(=O)O)c1ccccc1 (centres undefined)
  -0.6	1.6	-7	6	0	-11	0.6	-1.0	-5
- CC(C)(C)C(=O)Nc1ccc(Oc2ccc3c(c2)C(=O)N(c2ccc(O)cc2)C3=O)cc1
  1.1	0.4	-10	3	5	-96	0.3	1.7	-1
- Cc1nc2sc3c(c2c(=O)n1NC(=O)CCBr)CCCC3
  0.5	-0.9	-12	-9	4	20	0.4	0.9	1
- CCOc1ccc(C2CC(=O)c3c([nH]c(C(=O)OC)c3C)C2)cc1OC (centres undefined)
  -0.8	-1.0	7	6	4	-28	0.9	0.5	1
- O=C(/C=C/c1c(Cl)nc2ccccn12)Nc1ccc(F)cc1
  0.5	0.3	-12	-6	6	-149	-0.1	-0.8	1
- CC(C)(C)n1nc2c(c1NC(=O)CCCc1ccccc1)CS(=O)C2 (centres undefined)
  -1.0	0.8	-22	25	7	-16	-0.7	-1.5	-4
- CC(=O)c1c(N2CCN(c3cccc(Cl)c3)CC2)nc(=S)n(-c2ccccc2)c1C
  1.1	-0.8	-1	-1	1	-6	-0.5	-0.1	2
- CCOc1ccc(OCc2ccc(C(=O)N/N=C(\C)c3ccccn3)cc2)cc1
  0.8	-0.1	3	-39	8	3	0.1	-0.8	5

# Screening data as filed in PubChem BioAssay.
